Screens from PubChem.
TNAP activators – human TNAP enzyme activators, primary screen, biochemical, luminescent, no phosphate acceptor, uHTS (AID 1001); activation fold at 20 µM, or EC50 in µM where a hit was titrated; actives 0.03% (n = 200,000); Alkaline phosphatase, tissue-nonspecific isozyme (Homo sapiens); purified TNAP, luminescent activation assay, no phosphate acceptor; higher activation fold means a stronger effect; in the data active = activation fold from about 3, or a potency from the dose series; inactive = the rest, 99 in 100 with activation fold below about 1.6; also: many of its hits are not listed in these tables
KOR beta-arrestin-1 – KOR agonists, beta-arrestin recruitment, primary screen, cell-based, luminescence, uHTS (AID 1777) | Kappa-type opioid receptor (Homo sapiens) | KOR beta-arrestin recruitment, luminescence; higher % means a stronger effect | activation, % at 10 µM, or EC50 in µM where a hit was titrated | actives 0.02% (n = 280,000); in the data active = activation above about 50%, passing the limit was not always enough; also: a part of the inactive calls stands beside numbers as strong as those of hits
LYP inhibition – inhibitors of LYP phosphatase, biochemical, fluorescence intensity, uHTS (AID 1779). Tyrosine-protein phosphatase non-receptor type 22 (Homo sapiens). recombinant LYP phosphatase, fluorescence intensity; higher % means a stronger effect. inhibition, % at 11.5 µM, or IC50 in µM where a hit was titrated. actives 0.054% (n = 290,000);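 also: plate controls were vehicle with enzyme for no effect and no enzyme for full effect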
KOR beta-arrestin-2 – KOR antagonists, beta-arrestin recruitment, cell-based, luminescence, uHTS (AID 1778). Kappa-type opioid receptor (Homo sapiens). KOR beta-arrestin recruitment, luminescence, antagonist mode; higher % means a stronger effect. inhibition, % at 10 µM; hits with a dose series show IC50 in µM. actives 0.091% (n = 290,000); also: strong numbers were not always called active
NOD2 inhibition – NOD2 signaling inhibitors, cell-based, luminescence, uHTS, HEK293 (AID 1566) | HEK293 NOD2/NF-kB luciferase reporter, luminescence; higher % means a stronger effect | inhibition, % at 4 µM; hits with a dose series show EC50 in µM | actives 0.63% (n = 290,000); also: many of its hits are not listed in these tables
XIAP displacement – XIAP antagonists, biochemical, IAP family, fluorescence polarization (AID 1018); E3 ubiquitin-protein ligase XIAP (Homo sapiens); XIAP BIR domain, fluorescence polarization peptide displacement; higher % means a stronger effect; one-dose displacement, % at 20 µM; IC50 in µM for titrated hits; actives 0.007% (n = 200,000); in the data active = displacement above about 50%; also: a part of the inactive calls stands beside numbers as strong as those of hits
PMI inhibitors – inhibitors of human PMI, primary screen, biochemical, fluorescence intensity, coupled assay (AID 1209); Mannose-6-phosphate isomerase (Homo sapiens); purified PMI enzyme, coupled fluorescence intensity; higher % means a stronger effect; one-dose inhibition, % at 20 µM; IC50 in µM for titrated hits; actives 0.42% (n = 190,000);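 also: plate controls were DMSO vehicle for no effect and wells lacking substrate for full effect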
PMI inhibition – human PMI inhibitors, high substrate, primary screen, biochemical, fluorescence intensity, high mannose 6-phosphate (AID 1220); Mannose-6-phosphate isomerase (Homo sapiens); recombinant PMI enzyme, coupled fluorescence intensity; higher % means a stronger effect; inhibition, % at 20 µM; hits with a dose series show IC50 in µM; actives 0.66% (n = 190,000)
NOD1 NF-kB reporter – NOD1 signaling inhibitors, primary screen, cell-based, luminescence, uHTS (AID 1578). NOD1-driven NF-kB luciferase reporter cells, luminescence; higher % means a stronger effect. actives 1% (n = 290,000). inhibition, % at 4 µM; hits with a dose series show EC50 in µM; in the data active = inhibition mostly above about 36%, no sharp cut-off; inactive = mostly below about 34%;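 also: HEK-293T reporter cells stimulated with the NOD1 agonist gamma-tri-DAP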
* = called active by the depositor; . = no result given; [ ] = dose if it differs, or a comment. Rule as the data show it, unless noted: active = inhibition above about 50%; inactive = the rest.

PMI inhibition	KOR beta-arrestin-1	TNAP activators	LYP inhibition	NOD2 inhibition	KOR beta-arrestin-2	PMI inhibitors	XIAP displacement	NOD1 NF-kB reporter	Molecule
7%	1.1%	1	18%	18%	-16%	17%	-7.4%	-23%	Cc1ccc(CSc2nnc(-c3cccc(S(=O)(=O)N4CCOCC4)c3)n2C2CCCC2)cc1
-8%	4.1%	1.1	-5%	1%	-21%	3%	0.5%	-5%	Cc1cc(C)n(-c2nnc(C)c(=O)[nH]2)n1
-12%	-3.1%	1.1	-2%	16%	-9%	-7%	-5.8%	-21%	O=C(NCc1ccncc1)c1nc(-c2cccs2)no1
.	-0.7%	.	-9%	8%	-6%	.	.	13%	O=C(O)CCC(=O)N1CCc2cc(S(=O)(=O)NCc3ccc(Cl)cc3)ccc21
-4%	-2.3%	1.1	-4%	2%	-13%	-11%	-6.8%	-15%	CN(Cc1ccccc1)C(=O)COC(=O)CCNC(=O)c1ccccc1Cl
.	1.6%	.	-5%	1%	10%	.	.	-7%	Cc1ccc(Sc2ccc(N)cn2)cc1
-1%	6.1%	1.3	-4%	-6%	-18%	13%	-2.2%	-1%	COc1ccc(C2CC(c3ccccc3)=NN2C(=O)COC(=O)c2cccnc2Cl)cc1 (configuration not stated)
.	5.0%	.	-4%	10%	-27%	.	.	-43%	CC(C)c1ccc(C(=O)Nc2nnc(S(=O)(=O)N3CCOCC3)s2)cc1
13%	2.2%	1	-3%	-43%	-1%	9%	-5.5%	-39%	Cc1ccc(OCCOc2cccc(Br)c2)c([N+](=O)[O-])n1
-1%	-1.1%	1.1	2%	.	-2%	-5%	-5.8%	.	CS(=O)(=O)N1CCC(C(=O)Nc2cccc(Cl)c2)CC1
.	-4.4%	.	-3%	-16%	38%	.	.	-7%	NC(=O)CC(NC(=O)c1ccccc1)c1ccc(NC2CCCCC2)c([N+](=O)[O-])c1 (configuration not stated)
.	5.2%	.	-3%	-2%	22%	.	.	-25%	O=C(CNC(=O)c1cncc(Br)c1)Nc1ccc(F)c(F)c1F
30%	-4.0%	1	-1%	24%	-2%	27%	-7.6%	-26%	CCN(CC)c1ccc(/C=N/N(c2ccccc2)c2ccccc2)c(O)c1
0%	-3.2%	1	-4%	6%	-9%	6%	-8.9%	-9%	O=c1c2nnn(-c3ccccc3)c2ncn1C/C=C/c1ccccc1
11%	-6.0%	1.1	-4%	5%	-20%	8%	-11%	1%	CC1CCCCN1CC(=O)Nc1sc2c(c1C#N)CCC2 (configuration not stated)
.	3.9%	.	-7%	-9%	-5%	.	.	-4%	O=C(Nc1nccs1)C(F)(F)C(F)(F)C(F)(F)C(=O)Nc1nccs1
6%	-2.8%	1.1	-8%	14%	14%	12%	-3.2%	-28%	Cc1cccc(CSc2nnc(N)n2-c2ccccc2)c1
9%	0.8%	1.1	-5%	-15%	13%	13%	2.7%	-30%	C=CCn1c(SCC(=O)Nc2nc(C)cs2)nnc1C(CO)NC(=O)c1ccccc1 (configuration not stated)
16%	-19%	1	-2%	20%	-34%	-1%	-0.9%	7%	COc1cc(OC)c(NC(=O)C(=O)CC(=O)c2ccc(C)cc2C)cc1Cl
.	2.0%	.	-4%	3%	20%	.	.	7%	Cc1nn(-c2ccccc2)nc1C(=O)NNC(=O)c1cccc2ccccc12
.	3.3%	.	-10%	4%	-30%	.	.	21%	Cc1cc(C)cc(NC(=O)Cn2nnc(C(=O)NCc3ccc(F)cc3)c2N)c1
.	-1.2%	.	-6%	8%	-10%	.	.	-14%	CCN(CC)c1nc2c(c(=O)[nH]c(=O)n2C)n1CCCc1ccccc1
-4%	-0.1%	.	-5%	0%	-27%	2%	-6.5%	4%	COc1ccc(Cl)cc1NC(=O)CN1CCC(n2nnc3cc(C)ccc32)CC1
-2%	5.2%	1	-4%	-8%	-18%	-11%	-3.4%	-27%	CCCOc1ccc(C2c3c(oc4cc(C)c(C)cc4c3=O)C(=O)N2CCCN(C)C)cc1OCC (configuration not stated)
6%	-4.5%	0.9	5%	-8%	35%	6%	-5.9%	-16%	CCN1C(=O)/C(=C2/C=Cc3ccccc3N2CC)SC1=S
1%	4.0%	1.1	-10%	14%	0%	7%	-2.7%	-16%	O=C(COc1ccc(Cl)cc1)Nc1ccccc1C(=O)NCc1ccco1
-2%	-4.5%	1.1	-3%	9%	-7%	2%	-5.1%	-8%	CCC(C(=O)Nc1cc(C(=O)O)ccc1C)c1ccccc1 (configuration not stated)
7%	-2.4%	1.1	-4%	8%	9%	4%	-6.5%	-36%	O=C(O)CNC(=O)/C=C/c1c(Cl)cccc1Cl
1%	-1.4%	1.2	-3%	13%	-6%	6%	-1.5%	0%	CCOC(=O)N1CCN(S(=O)(=O)c2cc(OCC(=O)NC3CCCCC3)c(C)cc2Cl)CC1
.	3.3%	.	-6%	-14%	-7%	.	.	-2%	O=C(O)CC1c2ccccc2CCN1S(=O)(=O)c1ccc(F)cc1 (configuration not stated)
12%	2.9%	1.1	-4%	2%	-34%	14%	-5.4%	8%	CCCNC(=O)NC(=O)CN1C(=O)NC(C)(c2ccc(C)cc2)C1=O (configuration not stated)
.	-1.5%	.	1%	-26%	1%	.	.	-5%	COC(=O)c1c(C)[nH]c(/C=N/Nc2ccccc2)c1C
8%	-1.0%	1.2	-7%	4%	-9%	4%	0.0%	-22%	CC(O)c1n(C)c(Cl)c[n+]1C (configuration not stated)
.	4.1%	.	-5%	12%	-22%	.	.	10%	CN(CCOc1ccccc1)C(=S)Nc1ccc(OC(F)F)cc1
16%	-6.1%	1.1	-1%	4%	24%	18%	-14%	-11%	CCOC(=O)c1cc(NC(=O)C2CCCO2)cc(C(=O)OCC)c1 (configuration not stated)
5%	8.3%	1.1	-4%	-1%	-26%	3%	-11%	-21%	COc1ccc(S(=O)(=O)N2CCOCC2)cc1NC(=O)Cc1ccccc1Cl
1%	.	1.1	-4%	2%	-3%[20 µM]	0%	-2.8%	-19%	Cc1cccc(OCC(=O)N2CCN(C(=O)c3ccco3)CC2)c1
3%	6.1%	1.1	-6%	1%	5%	2%	-1.4%	2%	Nc1ccc(S(=O)(=O)Nc2ccc(S(N)(=O)=O)cc2)cc1
-8%	2.3%	1	-7%	-11%	-23%	-9%	-14%	-16%	O=C(N/N=C/c1ccc2c(c1)OCO2)C(O)c1ccccc1 (configuration not stated)
8%	-1.5%	1	-9%	-17%	-2%	-10%	-4.4%	-1%	CC(C)c1ccc(/C=N\NC(=O)c2ccc(Cn3cccn3)o2)cc1
7%	-0.8%	1	1%	12%	8%	8%	-13%	-11%	CN(C)C(=O)/C(=C/c1cn(-c2ccccc2)nc1-c1cccc([N+](=O)[O-])c1)NC(=O)c1ccccc1
-7%	2.3%	1	2%	15%	2%	-6%	-5.5%	-7%	O=C(NCc1cccs1)c1cccc(S(=O)(=O)N2CCCCC2)c1
.	3.0%	.	-3%	-9%	-30%	.	.	-32%	Cc1c(C(=O)NC(C)C2CC3CCC2C3)cccc1[N+](=O)[O-] (configuration not stated)
-47%	12%	0.9	2%	6%	-17%	-24%	-8.7%	28%	COc1ccc(N/N=C(/C(N)=O)C2=NC(C)(C)Cc3ccccc32)cc1
-26%	1.6%	1.1	1%	-2%	-21%	-10%	-7.7%	2%	CCC1=NC(c2ccc(OC)cc2OC)N(O)C1(C)C (configuration not stated)
19%	-0.8%	1	5%	6%	23%	17%	-5.9%	-26%	COc1ccc(OC)c(NC(=O)Nc2nnc(N3CCC(C)CC3)s2)c1
.	1.8%	.	-9%	-5%	-17%	.	.	3%	Cc1c(NC(=O)c2cccc(NS(C)(=O)=O)c2)c(=O)n(-c2ccccc2)n1C
3%	2.1%	1.1	1%	-8%	-20%	13%	-1.7%	32%	CCn1cc(/C=N/NC(=O)c2cc3c(ccc4ccccc43)o2)c2ccccc21

Profiles as entered above. Values in the order: PMI inhibition | KOR beta-arrestin-1 | TNAP activators | LYP inhibition | NOD2 inhibition | KOR beta-arrestin-2 | PMI inhibitors | XIAP displacement | NOD1 NF-kB reporter
Entry for COc1ccc(OC)c(NC(=O)Nc2nnc(N3CCC(C)CC3)s2)c1 = 19% | -0.8% | 1 | 5% | 6% | 23% | 17% | -5.9% | -26%
Entry for Cc1c(C(=O)NC(C)C2CC3CCC2C3)cccc1[N+](=O)[O-] (configuration not stated) = . | 3.0% | . | -3% | -9% | -30% | . | . | -32%

Remaining list, next part.
PMI inhibition	KOR beta-arrestin-1	TNAP activators	LYP inhibition	NOD2 inhibition	KOR beta-arrestin-2	PMI inhibitors	XIAP displacement	NOD1 NF-kB reporter	Molecule
.	-0.2%	.	-8%	15%	12%	.	.	5%	Cc1ccc(S(=O)(=O)NC(C)(C)CN2CCC(Cc3ccccc3)CC2)cc1
.	8.5%	.	0%	-40%	-3%	.	.	-12%	COc1ccccc1C1CCN(c2ccc([N+](=O)[O-])c(OC)c2)CC1
.	11%	.	-9%	26%	-14%	.	.	16%	CCC(=O)N1c2ccc(S(=O)(=O)N3CCCCC3)cc2CC1C (configuration not stated)
8%	0.1%	1.1	-2%	-19%	3%	4%	-1.7%	0%	Cc1ccc2ncnc(Nc3ccccc3)c2c1
-7%	6.3%	1.1	-1%	0%	3%	-5%	1.9%	0%	CCc1cc2c(=O)n(N)c(CCC(=O)O)nc2s1
.	-0.8%	.	-12%	6%	-19%	.	.	20%	CC1CCCN(CCCNC(=O)C2CCN(S(=O)(=O)N3CCC4(CC3)OCCO4)CC2)C1 (configuration not stated)
-9%	4.1%	1.1	-6%	2%	-4%	-14%	-17%	-17%	Cc1ccc(S(=O)(=O)N(CCC#N)C2CCCCC2)c2nsnc12
-6%	-4.1%	1.2	-2%	4%	42%	-2%	-2.1%	9%	CN=C1c2c(-c3ccccc3)c3cc(OC)ccc3n2CCN1C

Continued; it opens with the two that closed the last part.
PMI inhibition	KOR beta-arrestin-1	TNAP activators	LYP inhibition	NOD2 inhibition	KOR beta-arrestin-2	PMI inhibitors	XIAP displacement	NOD1 NF-kB reporter	Molecule
-9%	4.1%	1.1	-6%	2%	-4%	-14%	-17%	-17%	Cc1ccc(S(=O)(=O)N(CCC#N)C2CCCCC2)c2nsnc12
-6%	-4.1%	1.2	-2%	4%	42%	-2%	-2.1%	9%	CN=C1c2c(-c3ccccc3)c3cc(OC)ccc3n2CCN1C
6%	-5.7%	0.9	-5%	7%	16%	13%	-3.3%	-22%	CNC(=S)N1CCN(C(=O)c2ccco2)CC1
-20%	-5.5%	1.1	0%	-22%	-10%	-40%	-4.3%	-63%	CCc1ccc(OCC(=O)c2c(O)c3ccccc3oc2=O)cc1
0%	0.5%	1	6%	-114%	14%	-2%	-3.9%	-62%	O=[N+]([O-])c1ccccc1OCc1nc(-c2cccs2)no1
-1%	-5.4%	1	-1%	-6%	12%	-7%	0.8%	-31%	CCn1c(CNC(=O)Cc2ccc(OC)cc2)n[nH]c1=S

Only part of the results is shown; the hit share may differ from the screen's.
